Rpn11 inh = inhibitors of human proteasome Rpn11; O00487; human 26S proteasome, Ub4-pepOG fluorescence polarization; 20S core pre-blocked with epoxomicin; calls only at 20 µM; hit rate 0.59% among 360,000; AID 588493;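 active = inhibition at 20 µM, scaled to each plate's controls, above about 33%, limit read from the data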
MT1-MMP act inh = blocks activation of human MT1-MMP; GFP/RFP ratio change, % at 20 µM; P50281; AID 651647; hit rate 0.061% among 360,000; HT1080 RFP-PRO-GFP cells, GFP/RFP ratio fluorescence, overnight; percent of plate control window, DMSO zero;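 active = GFP/RFP ratio change of at least 30% with cell ATP level not reduced by more than half and red fluorescence within 50% of control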; also: strong numbers were not always called active
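Test system: HT1080 RFP-PRO-GFP cells; Benchmarks: DMSO and RFP-L50D-GFP cell wells; Timing: cells overnight before dosing, compound overnight, 37 °C, 5% CO2; Compound: one 20 µM compound dose with 1% DMSO; Read-out: GFP/RFP fluorescence ratio.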
Neddylation inh = blocks human cullin neddylation; hit rate 0.58% among 360,000; AID 651699; TR-FRET cullin neddylation, biochemical; P61081+Q13564; calls only at 25 µM; in the data active = inhibition above about 36%
Rin1 Abl inh = inhibitors of human Rin1-Abl protein interaction. P00519+Q13671. TR-FRET Rin1/Abl binding, biochemical. inhibition, % at 7.35 µM. hit rate 0.4% among 360,000. AID 588664; in the data active = inhibition above about 5%, passing the limit was not always enough
PABP1 MLLE inh = blocks PAM2 peptide binding to the PABP1 MLLE domain | P11940 | GST-MLLE / FITC-PAM2 fluorescence polarization | inhibition, % at 20 µM | hit rate 0.36% among 360,000; in the data active = inhibition above about 35%, passing the limit was not always enough;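 also: plate controls were DMSO wells with GST-MLLE for no effect and wells lacking GST-MLLE protein for full effect; some results filed as inactive read as strong as hits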
FAS TE block = inhibitors of human fatty acid synthase thioesterase domain | hit rate 0.67% among 360,000 | inhibition, % at 15 µM | recombinant FAS-TE, OMFH fluorogenic substrate, fluorescence endpoint | P49327;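 active = compounds whose normalised, plate-corrected inhibition of enzyme fluorescence in the single-dose primary screen is 50% or more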;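 also: 0% = DMSO with enzyme and 100% = substrate without enzyme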
SKN-1 block = C. elegans SKN-1 inhibition. AID 624304. hit rate 0.49% among 360,000. C. elegans VP596 Pgst-4::GFP/RFP ratio, acrylamide-induced, 24 h. inhibition, % at 21.8 µM;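 active = interference check ratio from 0.5 to 1.5 plus GFP to RFP signal ratio inhibition reaching or exceeding a fixed threshold, cut at about 30% in these data, passing the limit was not always enough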; also: some compounds called inactive have numbers as strong as hits
CSN inh = inhibitors of human CSN-mediated cullin deneddylation | Q92905 | Purified CSN, SCF-Nedd8-OG deneddylation, fluorescence polarization | inhibition, % at 12.5 µM | hit rate 0.38% among 360,000 | AID 651999;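 active = pattern-corrected inhibition above about 35%, with an unprinted fluorescence ratio check between 0.5 and 1.5, limit read from the data, passing the limit was not always enough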;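 also: 0% = enzyme with substrate and 100% = substrate without enzyme; some results filed as inactive read as strong as hits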
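Assay system: purified human Csn5 enzyme expressed in HEK293T cells; measure: % inhibition; also added: SCFSkp2-Nedd8OG substrate at 10 nM final; technique: fluorescence polarization; times: reaction 90 min, room temperature; medium: Tris buffer pH 7.5, NaCl, DTT, Tween-20, trehalose, ovalbumin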
NadD inh = NadD (S. aureus) enzyme inhibition | purified NadD enzyme, colorimetric absorbance read-out | inhibition, % at 20 µM | hit rate 0.78% among 360,000 | AID 602399; in the data active = inhibition above about 26%; also: some compounds past the cut are filed as inactive
* = called active by the depositor; i = inactive; . = not tested or not shown.

Compound | Rpn11 inh | MT1-MMP act inh | Neddylation inh | Rin1 Abl inh | PABP1 MLLE inh | FAS TE block | SKN-1 block | CSN inh | NadD inh
O=C(CN1CCN(S(=O)(=O)c2ccc(Cl)cc2)CC1)NCc1cccs1 | i | -3 | i | 3 | -1 | -1 | 4 | -3 | -5
CC1CN(C(=O)CSc2nnc(-c3cccs3)n2N)CC(C)O1 (stereo unspecified) | i | 2 | i | 2 | -13 | -9 | -1 | 4 | 3
COc1ccc(NC(=O)C2C3C=CC4(O3)C2C(=O)N(CCCN2CCCCC2)C4C(=O)NC2CCCC(C)C2C)cc1 (stereo unspecified) | i | 3 | i | 2 | -4 | -6 | 5 | -4 | -7
O=C1Nc2ccccc2C12OCCO2 | i | -4 | i | -1 | 4 | -4 | -12 | 2 | -2
Cc1cn([C@H]2C[C@H](O)[C@@H](CNCc3ccc(-c4cc(Cl)ccc4C(F)(F)F)o3)O2)c(=O)[nH]c1=O | i | -1 | i | 0 | -1 | -6 | 12 | 2 | -3
Cn1c(=O)c(=O)n(C)c2cc(S(=O)(=O)CCC(=O)Nc3c(F)c(F)c(F)c(F)c3F)ccc21 | i | -3 | i | -5 | 12 | 8 | -6 | 2 | 2
COc1cccc(CN2CC(C(=O)NCCOc3ccccc3)CCC2=O)c1 (stereo unspecified) | i | 2 | i | 2 | 6 | -5 | -3 | -2 | -6
O=c1c2cc(NC(=S)N3CCC(N4CCCCC4)CC3)ccc2nc2n1CCCCC2 | i | 6 | i | -2 | -3 | -7 | 1 | 5 | -9
COc1ccc(OC)c(S(=O)(=O)Nc2c(C)cccc2C)c1 | i | 0 | i | 4 | 11 | -6 | 3 | 4 | -1
c1ccc(-n2cnnc2SCc2nc3ccccc3s2)cc1 | i | -21 | i | -1 | -50 | -9 | 3 | 10 | 19
OCCC1CN(Cc2cn[nH]c2C2CCCCC2)CCN1Cc1ccccc1 (stereo unspecified) | i | 4 | i | 2 | -12 | -5 | -5 | -4 | 0
Cc1ccc(Cn2c(=N)c(S(=O)(=O)c3ccc(C)cc3)cc3c(=O)n4ccccc4nc32)cc1 | i | -48 | i | 2 | -9 | 6 | 6 | 10 | 35*
CC1CC(C)CN(S(=O)(=O)c2ccc(C(=O)Nc3nnc(-c4cccs4)o3)cc2)C1 (stereo unspecified) | i | -3 | i | -2 | -1 | 13 | 3 | -3 | 26
Cc1ccc(-n2cc(-c3ccccc3)c3c(=O)[nH]cnc32)cc1 | i | -2 | i | -1 | 0 | -7 | -5 | 2 | 1
CC1=C(C(N)=O)C(c2ccco2)C(C(N)=O)=C(C)N1 | i | -4 | i | 0 | 13 | -11 | 3 | -4 | 1
O=C(COC(=O)CCC1CCCC1)Nc1ccc(F)cc1 | i | 7 | i | 3 | 6 | 10 | 2 | 0 | -5
CC(C)[C@H](NC(=O)OCc1ccccc1)C(=O)NCc1ccccc1 | i | 2 | i | 4 | -126 | -13 | 12 | 3 | -3
CC(=O)C(C(C)=O)c1cc(NS(=O)(=O)c2ccccc2)ccc1NS(=O)(=O)c1ccccc1 | i | -4 | i | 2 | -3 | 0 | 8 | 2 | 0
CN(C)c1ccc(CNC(=O)CN2C(=O)COc3ccc(S(=O)(=O)N4CCCC4)cc32)cc1 | i | 1 | i | 2 | -7 | -3 | -4 | 0 | 0
COc1ccc(CCNC(=O)COc2cc(O)c3c(c2)OC(C)(C)CC3=O)cc1OC | i | -2 | i | -5 | -10 | -3 | 8 | 4 | -1
COc1ccc(C(NC(=O)C2CCN(Cc3ccc(Oc4ccccc4)cc3)CC2)c2ccccn2)cc1 (stereo unspecified) | i | 0 | i | 0 | 6 | 11 | 4 | 1 | -2
COc1ccccc1OCc1ccc(C(=O)Nc2ccccc2)cc1 | i | 2 | i | -2 | -6 | 0 | 3 | 0 | -9
COC(=O)c1c(NC(=O)Cc2ccc(OC)c(S(=O)(=O)N3CCOCC3)c2)sc(C)c1C | i | -7 | i | 3 | 22 | 12 | 13 | 1 | -6
COC(=O)/C=C/c1c(C)[nH]c(=O)[nH]c1=O | i | 5 | i | -1 | -4 | -5 | 7 | -6 | -4
Cc1nc(N2CCN(S(=O)(=O)c3ccccc3C#N)CC2)c2c(-c3cccs3)csc2n1 | i | -12 | i | -2 | -15 | 51* | 7 | -1 | 11

Given with two lines to a compound: part of the list above
Second line of a record – Rpn11 inh | MT1-MMP act inh | Neddylation inh | Rin1 Abl inh | PABP1 MLLE inh | FAS TE block | SKN-1 block | CSN inh | NadD inh
> CC(C)[C@H](NC(=O)OCc1ccccc1)C(=O)NCc1ccccc1
→ i | 2 | i | 4 | -126 | -13 | 12 | 3 | -3
> COc1ccc(CCNC(=O)COc2cc(O)c3c(c2)OC(C)(C)CC3=O)cc1OC
→ i | -2 | i | -5 | -10 | -3 | 8 | 4 | -1
> COC(=O)c1c(NC(=O)Cc2ccc(OC)c(S(=O)(=O)N3CCOCC3)c2)sc(C)c1C
→ i | -7 | i | 3 | 22 | 12 | 13 | 1 | -6

Going on with the list:
Compound | Rpn11 inh | MT1-MMP act inh | Neddylation inh | Rin1 Abl inh | PABP1 MLLE inh | FAS TE block | SKN-1 block | CSN inh | NadD inh
CC(=NNC(=O)c1cc(C)nc2ccccc12)c1ccc(N2CCOCC2)cc1 | i | 4 | i | 0 | 6 | -6 | -2 | 0 | 1
O=C1c2ccccc2C(=O)N1CCc1nc2ccccc2c(=O)n1CCCn1ccnc1 | i | 0 | i | 2 | -3 | -3 | -26 | -4 | 4
Cc1cnc(C(=O)N2CCN(S(=O)(=O)c3ccc4ccccc4c3)CC2)cn1 | i | 5 | i | -2 | -5 | 0 | 3 | -4 | 4
COc1ccc(C(C(=O)NC(C)(C)C)N(C(=O)CCC(=O)Nc2ccccn2)C2CCCCC2)cc1 (stereo unspecified) | i | 0 | i | 3 | 1 | -2 | 8 | 0 | 1
COc1ccccc1CC(=O)Nc1ccc(-c2noc(COc3ccc(Br)cc3)n2)cc1 | i | 5 | i | -4 | 5 | 3 | 16 | 2 | 1
C=CCNc1cc(C(F)(F)F)nc(-c2ccccn2)n1 | i | 0 | i | -3 | 7 | -5 | -5 | 3 | -6
CC1(C)CC2CC(C)(CN2S(=O)(=O)c2ccc(C(=O)Nc3ccc(Cl)c(S(=O)(=O)N4CCOCC4)c3)cc2)C1 (stereo unspecified) | i | 2 | i | -6 | -1 | 80* | 3 | -1 | 9
CCOc1ccccc1NC(=O)c1ccc(-n2cncn2)nc1 | i | -4 | i | -1 | 3 | -8 | 0 | -4 | -1
Cc1ccc(C(=C2C3C=CC2C2C(=O)NC(=O)C32)c2ccc(C)cc2)cc1 (stereo unspecified) | i | 0 | i | -5 | -3 | 22 | 5 | -6 | -4
CCOC(=O)CSc1nc(Cc2ccccc2)nc2ccccc12 | i | 0 | i | -2 | 0 | 14 | 2 | 4 | 2
CCc1nc2ccc(C(=O)NCCC(C)C)cn2c1N(CC)CCOC | i | -1 | i | 4 | 0 | -9 | 15 | 4 | -3
COc1ccc(N2CCN(CCCNC(=O)C(=O)c3c[nH]c4ccccc34)CC2)cc1 | i | 2 | i | -2 | 12 | -6 | -2 | 3 | 5
COc1cc(Br)c(Br)cc1N | i | 2 | i | -1 | 0 | 3 | -27 | -2 | -5
COc1ccc(/C(O)=C2/C(=O)C(=O)N(Cc3cccnc3)C2c2ccco2)cc1OC (stereo unspecified) | i | 1 | i | -5 | -11 | 0 | 32 | 3 | -3
COc1ccc(C(=O)N[C@H](C(=O)OCCCOC(=O)[C@@H](NC(=O)c2ccc(OC)cc2)C(C)C)C(C)C)cc1 | i | -1 | i | 1 | -1 | 6 | -9 | 3 | -7
CC(C)(C)N(Cc1ccccc1)C(=O)c1cccs1 | i | -4 | i | 1 | 3 | 6 | 4 | 2 | -5
Cc1cc(S(=O)(=O)Nc2ccccc2C(=O)O)ccc1Cl | i | 5 | i | -1 | 15 | -2 | 3 | -6 | -8
Cn1c(SCC(=O)Nc2ccccc2Cl)nnc1C1CC1 | i | -1 | i | 4 | -8 | -3 | 2 | 2 | -7
FC(F)(F)c1nnc2ccc(NCc3cccnc3)nn12 | i | -1 | i | -1 | 5 | 1 | 10 | -3 | 2
CCCNC(=O)c1ccc2c(=O)c(O)c(-c3ccc(F)cc3)[nH]c2c1 | i | 5 | . | -1 | 8 | -7 | 9 | 3 | 5
O=C(CSc1ccc(Cl)cc1)N1N=CCC1c1ccccc1 (stereo unspecified) | i | -2 | i | -2 | 2 | 19 | -3 | -3 | -8
Cc1noc(C)c1C(=O)OCC(=O)/C=C1/N(C)c2ccccc2C1(C)C | i | 4 | i | 1 | -4 | 16 | 7 | 7 | -2
O=C(NC1CCCc2ccccc21)c1cc(S(=O)(=O)N2CCOCC2)ccc1F (stereo unspecified) | i | 1 | i | 2 | 3 | 5 | -11 | -4 | 2
CCCC(=O)NCCc1ccc(F)cc1 | i | 0 | i | 4 | -16 | -2 | -29 | 3 | 1
CCOC(=O)c1cc(S(=O)(=O)N2CC(C)CC(C)C2)cn1C (stereo unspecified) | i | -1 | i | -2 | 2 | 3 | 8 | -1 | -2
Cc1cc(C)nc(SCC(N)=O)n1 | i | -6 | i | -4 | -2 | -4 | 3 | 1 | -9
COc1ccc(CCN2C(=O)CC(N3CCN(c4ccccn4)CC3)C2=O)cc1OC (stereo unspecified) | i | -1 | i | -1 | -13 | -4 | -4 | 0 | -1
COc1ccc(C2/C(=C(/O)c3ccc(S(=O)(=O)N4CCOCC4)cc3)C(=O)C(=O)N2CCN2CCOCC2)cc1 (stereo unspecified) | i | -1 | i | -1 | 7 | -4 | -9 | -1 | 1
O=C(NCC1CCC(C(=O)O)CC1)c1cccnc1 (stereo unspecified) | i | 6 | i | 7 | 8 | -10 | -10 | 0 | -4
COc1cccc(CC(=O)Nc2ccc(S(=O)(=O)Nc3nc(C)cc(C)n3)cc2)c1 | i | 2 | i | -7 | -6 | -4 | 17 | 0 | 1
O=C(CCS(=O)(=O)c1ccc(Br)s1)NCc1ccc2c(c1)OCO2 | i | 3 | i | 2 | -2 | 3 | 2 | 2 | -9
Cc1noc(C)c1C(=O)Nc1ccccc1N1CCCC1 | i | -1 | i | 1 | -7 | -1 | 16 | -5 | 5
CC(CC(=O)Nc1nnc(CC(C)(C)C)s1)c1ccccc1 (stereo unspecified) | i | 2 | i | -2 | 27 | 2 | -24 | -1 | -3
N#CCC(=O)Nc1ccc(C(=O)NNC(=S)NC2CC2)cc1 | i | 3 | i | -1 | 5 | -1 | -22 | 7 | 0
Cn1nc(C(=O)Nc2nc3ccc(S(C)(=O)=O)cc3s2)ccc1=O | i | -9 | i | -1 | -15 | -6 | -15 | -3 | 4
CN1CCN(S(=O)(=O)c2cccc(C(=O)Oc3cccc(C#N)c3)c2)CC1 | i | 1 | i | 0 | -18 | 7 | 9 | 2 | -5
O=C(c1cc2cc(F)ccc2[nH]1)N1CCC(Cc2ccccc2)CC1 | i | 0 | i | -2 | -15 | 21 | 5 | -2 | -5
COC(=O)c1sc(NC(=S)NC(=O)c2ccccc2F)nc1C | i | 0 | i | -3 | 2 | -6 | -2 | 5 | -2
